Bioassay records from PubChem.
Calpain2 inh: inhibitors of pig calpain II. purified calpain II, fluorogenic peptide substrate, 30 min. inhibition, % at 16 µM. 0.37% of 220,000 active. AID 1236;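 active = inhibition above about 50%, limit read from the data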
EP2 modulator: modulators of human EP2 prostaglandin E2 receptor; 0.83% of 260,000 active; induction, % at 25 µM; EP2-expressing cells, cAMP HTRF FRET, PGE2 co-stimulation; P43116; AID 940;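 active = compounds whose cAMP rise, as percent of the full-agonist control response, exceeds 60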;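 note: rat C6 glioma line stably carrying human EP2 under a CMV promoter; the protocol text gives 20 µM as final concentration; 100% = response of wells given 1 µM PGE2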
PERK inhibitor: human PERK inhibition, primary cell-based screen | Q9NZJ5 | CHO PERK-DD fusion, SEAP luminescence translation reporter | inhibition, % at 5.6 µM | 0.17% of 220,000 active;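 active = inhibition above the mean inhibition of all tested compounds plus 3 SD, set separately per screening campaign, cut at about 2.9% in these data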;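 note: PERK kinase domain activated by AP20187 dimerizer at 100 nM; 0% = DMSO with dimerizer and 100% = rapamycin at 8.4 µM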
Target sequence (Q9NZJ5 whole entry, looked up, the tested form may be a part): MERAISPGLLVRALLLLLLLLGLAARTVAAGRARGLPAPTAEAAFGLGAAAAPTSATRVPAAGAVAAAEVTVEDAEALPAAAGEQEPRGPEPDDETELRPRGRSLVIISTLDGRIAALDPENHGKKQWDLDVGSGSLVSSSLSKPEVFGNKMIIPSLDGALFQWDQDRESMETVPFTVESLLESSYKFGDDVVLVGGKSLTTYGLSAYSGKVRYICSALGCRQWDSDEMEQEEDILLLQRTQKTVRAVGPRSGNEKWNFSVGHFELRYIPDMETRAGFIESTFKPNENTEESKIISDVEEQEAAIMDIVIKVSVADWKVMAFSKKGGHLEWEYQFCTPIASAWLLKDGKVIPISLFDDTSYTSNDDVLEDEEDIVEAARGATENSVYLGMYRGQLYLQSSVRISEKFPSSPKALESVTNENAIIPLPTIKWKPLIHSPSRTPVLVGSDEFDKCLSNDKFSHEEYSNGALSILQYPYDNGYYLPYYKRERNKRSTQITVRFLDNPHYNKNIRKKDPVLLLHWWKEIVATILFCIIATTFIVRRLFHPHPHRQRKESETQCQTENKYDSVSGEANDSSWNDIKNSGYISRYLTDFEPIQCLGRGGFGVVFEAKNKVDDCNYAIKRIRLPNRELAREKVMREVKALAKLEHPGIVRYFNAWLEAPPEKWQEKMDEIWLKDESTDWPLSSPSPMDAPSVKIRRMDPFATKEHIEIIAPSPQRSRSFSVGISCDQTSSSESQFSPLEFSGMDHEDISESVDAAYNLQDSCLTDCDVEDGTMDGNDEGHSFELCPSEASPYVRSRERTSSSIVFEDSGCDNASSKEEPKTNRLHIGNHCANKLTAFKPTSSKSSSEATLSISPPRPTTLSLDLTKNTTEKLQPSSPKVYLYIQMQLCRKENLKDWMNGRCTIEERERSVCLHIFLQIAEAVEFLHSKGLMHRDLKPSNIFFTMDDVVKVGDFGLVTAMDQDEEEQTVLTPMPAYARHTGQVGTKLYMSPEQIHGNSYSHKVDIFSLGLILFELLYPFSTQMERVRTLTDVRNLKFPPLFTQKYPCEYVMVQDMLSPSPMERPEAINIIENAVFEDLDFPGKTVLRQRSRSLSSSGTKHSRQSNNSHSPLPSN
S1P4 agonist: agonists of human S1P4 receptor; O95977; S1P4-expressing cell line, agonist reporter assay; activation, % at 4.98 µM; 0.35% of 220,000 active; AID 1509; in the data active = activation above about 11%;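 note: 0% = DMSO vehicle and 100% = reference agonist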
BaF3 tox: counter-screen for JAK2V617F inhibitors: parental Ba/F3 viability inhibitors. inhibition, % at 5.6 µM. CellTiter-Glo ATP luminescence. 1.1% of 220,000 active;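 active = inhibition above a per-campaign cutoff, the mean inhibition of all tested compounds plus 3 SD, cut at about 27% in these data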;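 note: 0% = DMSO wells and 100% = JAK Inhibitor I control wells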
S1P4 antag: antagonists of human S1P4 receptor. O95977. S1P4-expressing cells, antagonist mode, reporter read-out. inhibition, % at 4.98 µM. 0.26% of 220,000 active. AID 1510; in the data active = inhibition above about 29%;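 note: 0% = wells stimulated with agonist and 100% = vehicle wells without agonist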
TRPN1 ag: activates the zebrafish TRPN1 channel; HEK293 zebrafish TRPN1-YFP, Fluo-8 calcium fluorescence; 100% = response to 87 µM carbachol; activation, % at 3 µM; 0.18% of 220,000 active; AID 1424;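 active = activation above its plate's cutoff, the mean activation of test wells on that plate plus 3 SD, cut at about 19% in these data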;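 note: 0% = DMSO alone and 100% = 87 µM carbachol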
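Material: zebrafish TRPN1-YFP in HEK293 cells. Doses: one dose of 3 µM, 0.3% DMSO. Incubation: dye 1 h 37 °C plus 30 min RT. Measured by: intracellular calcium fluorescence with Fluo-8.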
TRPML3 agonist: human mucolipin-3 channel agonism; activation, % at 3 µM; HEK293 TRPML3-YFP, Fluo-8 calcium fluorescence; 100% = the carbachol control signal; 0.29% of 220,000 active; AID 1448;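 active = activation above its plate's cutoff, the mean activation of the plate's test wells plus 3 SD, cut at about 12% in these data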;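 note: 0% = DMSO only wells and 100% = carbachol wells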
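Material: HEK293 cells stably carrying human TRPML3-YFP; compound dosing: single dose, 3 µM final nominal compound, 0.3% DMSO final; incubation: 1-h 37 °C dye load, 5-s basal, 120-s post-compound reads; technique: Fluo-8 intracellular calcium fluorescence, excitation 470-495 nm, emission 515-575 nm; read-out basis: percent activation from peak-to-basal fluorescence ratio, scaled between DMSO and carbachol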
Ba/F3 V617F tox: loss of viability in JAK2V617F-driven Ba/F3 cells | Ba/F3 EpoR-JAK2V617F viability, ATP luminescence | inhibition, % at 5.6 µM | 1.1% of 220,000 active;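 active = inhibition above the campaign mean plus 3 SD over all tested compounds, cut at about 24% in these data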;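 note: cytokine-independent growth of Ba/F3 cells driven by EpoR plus mutant JAK2; 0% = DMSO-treated cells and 100% = JAK inhibitor I control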
Active calls of the source: *; & = joins results of further samples.

SMILES	Calpain2 inh	EP2 modulator	PERK inhibitor	S1P4 agonist	BaF3 tox	S1P4 antag	TRPN1 ag	TRPML3 agonist	Ba/F3 V617F tox
CCOC(=O)C(=O)NNc1cccc(C)c1C	-13	17	0.8	0.1	10	-11	2.1	0.8	2
Cc1ccccc1NC(=O)CN1CCC(n2nnc3ccccc32)CC1	9	-25	-1.0	-1.2	7	-11	-0.3	0.8	-2
O=C(Nc1nnc(Cc2ccccc2)s1)c1cccs1	13	-3	-0.8	1.2	-1	-3	1.5	0.6	-3
Cc1cccc(Nc2ccncc2S(=O)(=O)NC(=O)NC(C)C)c1	10	1	1.3	-1.6	0	11	1.1	1.0	-4
CCOc1cc(C(=O)NCCN2CCOCC2)cc(OCC)c1OCC	-10	1	0.0	0.4	0	-19	-0.9	1.7	-5
CCOC(=O)/C=C1\SCC(=O)N1CCOc1cccc(Br)c1	13	60	-0.2	-1.2	6	-20	1.7	-0.9	3
CN1CCN(CCCNC(=O)CCCOc2cc(=O)n(C)c3ccccc23)CC1	4	14	0.8	-0.9	-2	-9	0.6	-0.2	-2
Cc1ccc(CN=C2NC(=O)C(CC(=O)NCCc3ccccc3)S2)cc1 (stereo not given)	12	-51	-0.3	1.5	8	-13	-0.8	-0.6	0
C=CCn1c(Cc2ccc(OC)cc2)nnc1SCC(=O)NCCc1ccccc1	20	11	0.4	0.4	5	-13	-1.7	-0.5	-1
Cc1[nH]n(-c2ccccc2)c(=O)c1C1(C(F)(F)F)C(=O)N(c2ccc(F)cc2)C2=C1C(=O)CC(C)(C)C2 (stereo not given)	9	19	0.6	1.8	1	1	0.2	0.4	0
C=CCn1c(SCc2ccccc2Cl)nnc1-c1sc2nc(C)cc(C)c2c1N	-44	-27	0.1	0.0	-4	-4	-1.7	-0.4	1
Cc1ccc(CN2CCN(/N=C/c3cccs3)CC2)cc1	21	-35	0.7	0.3	4	0	0.4	1.3	6
Clc1ccc(-c2cn(-c3ccccc3)c3[n+]2CCS3)cc1	-23	22	1.4	0.8	78*	-17	-1.8	0.3	54*
C=CCN1CCN(C(c2cc(OC)ccc2OC)c2nnnn2CC2CCCO2)CC1 (stereo not given)	-16	33	0.2	2.8	3	-23	-0.1	0.3	-2
N#Cc1c(N)n(-c2cccc(C(=O)O)c2)c2nc3ccccc3nc12	-343	7	0.2	5.3	-1	-1	-1.7	0.8	-1
Cc1ccc(C2=Nc3cccnc3C(c3ccccc3)=NN2)cc1	-15	-6	0.6	1.9	6	-5	0.2	-0.1	1
Cc1nc2sc(C(c3cccc(F)c3)N3CCC(O)CC3)c(O)n2n1 (stereo not given)	-5	37	-0.2	2.2	6	-4	0.5	-0.5	-2
Cc1cc(C)c(C#N)c(SCc2ccc(C#N)cc2)n1	19	41	1.4	1.0	10	-5	1.0	1.5	1
CC1(C)OC(C(N)=O)C(C(N)=O)O1 (stereo not given)	-14	19	1.0	1.1	8	-11	0.1	0.0	2
COc1cccc(CNC(=O)CCC2CCCN(C(=O)Cc3ccccc3F)C2)c1 (stereo not given)	27	1	0.2	1.4	1	6	-1.7	1.0	1
O=C(CSc1ncccn1)NCc1ccccc1	4	13	0.3	1.2	1	4	1.7	-0.1	-1
Clc1cccc(NCc2nnc(SCc3ccccc3Cl)o2)c1	16	-7	0.6	2.3	0	-29	-1.3	-0.8	-5
O=C(NCCC1=CCCCC1)C(=O)NCC1OCCCN1S(=O)(=O)c1cc(F)ccc1F (stereo not given)	16	-13	-0.4	5.3	8	-6	2.1	2.3	-2
Cc1noc(C)c1CSc1nnc(C)c(=O)[nH]1	7	-19	-0.2	-0.9	4	-31	-0.1	0.3	-1
Cc1ccc(S(=O)(=O)N2CCN(C3CCN(Cc4ccccc4)CC3)CC2)cc1	-60	1	-0.6	-0.7	10	3	0.3	0.9	0
CC(C(=O)NCCS(=O)(=O)c1ccc(Cl)cc1)S(=O)(=O)c1ccc(Cl)cc1 (stereo not given)	-15	-19	0.3	1.0	4	-2	-0.8	0.2	0
O=C(NC1CCCCC1)n1c(=O)oc2ccc(Cl)cc21	15	-21	2.1	1.0	4	1	0.2	0.3	-3
CCSc1nnc(NC(=O)C2CCN(S(=O)(=O)c3cc(C(F)(F)F)ccc3Cl)CC2)s1	-16	6	-0.2	-0.1	3	-3	0.0	1.2	1
Cn1nc(C(F)(F)F)c(-c2ccc(Br)cc2)c1NC(=O)c1nccnc1C(=O)O	1	-28	-0.3	1.3	4	-8	0.1	0.1	2
COc1ccccc1CNC(=O)C1Cc2ccccc2C(=O)O1 (stereo not given)	-16	4	0.1	1.9	2	-18	-0.5	0.1	0
CCc1cc(C)cc(OCCNC(=O)c2ncn[nH]2)c1	0	29	0.9	1.7	3	0	-1.7	0.6	0
Cc1cccc(C(=O)Nc2ccc(N3CCN(S(C)(=O)=O)CC3)cc2)c1	-9	23&9	0.2	-0.2	6	2	2.0	0.8	-1
Cc1ccc(NC(=O)CS(=O)(=O)c2cn(CC(=O)N3CCOCC3)c3ccccc23)cc1	3	18	0.3	-0.2	10	-1	1.1	0.3	0
c1ccc(Nc2nc(NCC3CCCO3)c3ccccc3n2)cc1 (stereo not given)	-9	-87	0.0	1.3	8	-4	3.0	2.0	-2
Fc1ccccc1-c1csc(=Nc2cccnc2)n1CC1CCCO1 (stereo not given)	0	22	-0.3	0.0	-3	-9	-0.6	0.7	-3
O=C(CNC(=O)c1ccc(-c2ccccc2)cc1)OCc1ccc(Cl)cc1	-2	-10	0.8	3.5	0	9	0.2	0.6	-1
O=C(N/N=C/c1ccc2c(c1)OCO2)c1sc2cc(Cl)ccc2c1Cl	14	-3	1.4	-0.8	-1	-13	2.5	0.7	-4
COC(=O)CSc1nc(N2CCOCC2)c2c(c1C#N)CC(C)(C)N(C)C2	-94	-33	0.1	-0.2	0	-3	-0.4	0.6	6
CC1(C)SC2c3ccccc3C(=O)N2[C@@H]1C(=O)NCc1ccco1 (stereo not given in full)	-2	22	-0.4	0.6	3	-4	-0.9	0.4	-1
Nc1ccccc1Sc1ccc(C(F)(F)F)cc1[N+](=O)[O-]	87*	23	1.9	0.6	-2	6	-0.8	0.3	-7
O=C(CN1C(=O)S/C(=C/c2ccncc2)C1=O)N1CCOCC1	-7	4	0.9	-0.2	0	4	2.4	0.8	-2
Cc1ccc(CCNC(=O)C23CN(Cc4ccccc4)CC2C(c2ccc([N+](=O)[O-])cc2)=NO3)cc1 (stereo not given)	9	8	-0.6	1.2	3	-15	0.3	0.0	-1
CCOc1cc(/C=C/c2cc(C(=O)O)c3ccccc3n2)ccc1OC	-12	30	1.4	2.0	2	-13	0.2	1.0	-5
Cc1onc(-c2ccccc2)c1C(=O)Nc1ccc(N2CCOCC2)cc1	-6	2	0.0	1.0	0	-24	-0.6	0.1	-2
CCCCCn1c(CN2CCN(C(=O)OCC)CC2)nc2c1c(=O)[nH]c(=O)n2C	-23	1	-0.5	0.4	2	-3	1.3	1.0	-1
CCOc1ccc(N2C(=O)/C(=C/c3ccccc3OCC(=O)OC)N(CC(=O)OC)C2=S)cc1	-24	-4	-1.1	-0.4	4	12	2.7	1.0	0
CC(C)c1onc(C(=O)N2CCCCC2)c1[N+](=O)[O-]	20	7	0.5	2.0	2	-10	0.3	0.2	7
COc1ccc(Cl)cc1C(=O)NNC(=O)c1cccnc1	-5	4	0.9	-1.4	3	-19	0.9	0.4	0
CC1Cc2ccccc2N1C(=O)CSC1=NCCS1 (stereo not given)	12	-2	-0.3	0.3	7	10	0.5	-0.4	-2
COC(=O)c1ccccc1NC(=S)N(Cc1ccc2c(c1)OCO2)Cc1cc2cc(OC)ccc2[nH]c1=O	-103	20	0.4	0.9	4	-6	0.4	0.1	-1
Cc1cc(C)c2nc3sc(C(=O)N4CCOCC4)c(N)c3cc2c1	3	7	0.1	-0.3	-2	-16	0.1	-0.2	-5
CCOc1nc(Nc2ccc([N+](=O)[O-])cc2)nc(NC(C)(C)C)n1	1	18	0.5	0.2	5	-14	-0.4	0.6	1
CC(C)c1ccc(NC2(C#N)C(=O)Nc3ccccc32)cc1 (stereo not given)	23	-25	0.7	2.2	-1	-3	0.1	-0.3	-4
O=c1ccc(N=Nc2ccccc2)ccc1O	25	-22	-0.1	-0.3	0	-2	-4.0	-2.1	-2
CCCc1cc(=O)[nH]c(SCC(=O)N(CC(C)C)C2CCS(=O)(=O)C2)n1 (stereo not given)	-38	5	1.3	-0.8	8	-10	0.7	0.7	-3
CC(C)CCn1c(O)c(N=NC(=O)c2ccco2)c2ccccc21	15	73*	-0.8	2.4	0	-3	0.0	0.0	-3
Cc1ccccc1N(CC(=O)N/N=C/c1cc(C)n(-c2ccccc2C)c1C)S(C)(=O)=O	-99	-7	-0.7	1.4	1	-32	-1.4	-0.3	-3
Clc1ccc(C2Nc3ccccc3-n3cccc32)cc1 (stereo not given)	-36	28	0.3	1.5	-1	-2	-0.1	0.1	-5
Nc1nc(-c2ccccc2)nn1C(=O)Cc1ccccc1	-42	18	1.3	-0.8	5	-8	1.4	-0.2	4

Exported with values under each structure: 6 of the compounds above.
Order of values: Calpain2 inh, EP2 modulator, PERK inhibitor, S1P4 agonist, BaF3 tox, S1P4 antag, TRPN1 ag, TRPML3 agonist, Ba/F3 V617F tox
CCOc1nc(Nc2ccc([N+](=O)[O-])cc2)nc(NC(C)(C)C)n1
  1, 18, 0.5, 0.2, 5, -14, -0.4, 0.6, 1
CC(C)c1ccc(NC2(C#N)C(=O)Nc3ccccc32)cc1 (stereo not given)
  23, -25, 0.7, 2.2, -1, -3, 0.1, -0.3, -4
O=c1ccc(N=Nc2ccccc2)ccc1O
  25, -22, -0.1, -0.3, 0, -2, -4.0, -2.1, -2
CCCc1cc(=O)[nH]c(SCC(=O)N(CC(C)C)C2CCS(=O)(=O)C2)n1 (stereo not given)
  -38, 5, 1.3, -0.8, 8, -10, 0.7, 0.7, -3
CC(C)CCn1c(O)c(N=NC(=O)c2ccco2)c2ccccc21
  15, 73*, -0.8, 2.4, 0, -3, 0.0, 0.0, -3
Cc1ccccc1N(CC(=O)N/N=C/c1cc(C)n(-c2ccccc2C)c1C)S(C)(=O)=O
  -99, -7, -0.7, 1.4, 1, -32, -1.4, -0.3, -3

Among those listed so far, these contain a CF3 group.
SMILES	Calpain2 inh	EP2 modulator	PERK inhibitor	S1P4 agonist	BaF3 tox	S1P4 antag	TRPN1 ag	TRPML3 agonist	Ba/F3 V617F tox
Cc1[nH]n(-c2ccccc2)c(=O)c1C1(C(F)(F)F)C(=O)N(c2ccc(F)cc2)C2=C1C(=O)CC(C)(C)C2 (stereo not given)	9	19	0.6	1.8	1	1	0.2	0.4	0
CCSc1nnc(NC(=O)C2CCN(S(=O)(=O)c3cc(C(F)(F)F)ccc3Cl)CC2)s1	-16	6	-0.2	-0.1	3	-3	0.0	1.2	1
Cn1nc(C(F)(F)F)c(-c2ccc(Br)cc2)c1NC(=O)c1nccnc1C(=O)O	1	-28	-0.3	1.3	4	-8	0.1	0.1	2
Nc1ccccc1Sc1ccc(C(F)(F)F)cc1[N+](=O)[O-]	87*	23	1.9	0.6	-2	6	-0.8	0.3	-7
